Bioassay records from PubChem BioAssay.
Nox1 inh = human Nox1 inhibition | Q9Y5S8 | HT29 cells, luminol chemiluminescence ROS | inhibition, % at 6.7 µM | 16,000 tested, 0.81% active
Luminol counter = luminol signal inhibition, Nox1 inhibitor counter-screen. inhibition, % at 6.7 µM. 16,000 tested, 0.4% active. HRP/luminol/H2O2 chemiluminescence counterscreen; further: reference of the scale not given here
S1P1 ag = activates the human S1P1 receptor | S1P1 agonist cell-based reporter assay | P21453 | 16,000 tested, 1.5% active | activation, % at 4.5 µM | AID 1044; in the data active means activation above about 80%
TLR4 MyD88 blk = blocks binding of human TLR4 to MyD88; AID 811; inhibition, % at 10 µM; O00206; Cell-based TLR4-MyD88 binding inhibition assay; 16,000 tested, 0.06% active; in the data active means inhibition above about 45%
NOTCH ag = NOTCH pathway agonism; NOTCH signaling luciferase reporter cells, luminescence; activation, % at 2.5 µM; 15,000 tested, 0.4% active; AID 434982; in the data active means activation above about 2.2%
rat GALR2 agon = activates the rat galanin receptor 2; O08726; cell-based GALR2 agonist screen; activation, % at 10 µM; 16,000 tested, 0.5% active; in the data active means activation above about 15%
Target sequence (O08726 whole entry, looked up): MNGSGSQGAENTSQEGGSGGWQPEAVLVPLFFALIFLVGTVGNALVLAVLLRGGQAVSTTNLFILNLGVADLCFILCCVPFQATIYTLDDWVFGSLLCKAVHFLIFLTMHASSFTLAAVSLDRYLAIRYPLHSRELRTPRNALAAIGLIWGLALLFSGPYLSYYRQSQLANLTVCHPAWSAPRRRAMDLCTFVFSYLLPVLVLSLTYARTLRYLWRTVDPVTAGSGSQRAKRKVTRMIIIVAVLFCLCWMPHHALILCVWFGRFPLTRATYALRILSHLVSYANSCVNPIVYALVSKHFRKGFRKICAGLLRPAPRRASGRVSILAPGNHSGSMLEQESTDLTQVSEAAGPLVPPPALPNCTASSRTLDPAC
KOR antag MB = blocks the human kappa opioid receptor, Maybridge compounds; P41145; OPRK1 cells, antagonist mode, fluorescence readout; inhibition, % at 9 µM; 16,000 tested, 0.4% active; AID 652031; in the data active means inhibition above about 50%
Target sequence (P41145 whole entry, looked up): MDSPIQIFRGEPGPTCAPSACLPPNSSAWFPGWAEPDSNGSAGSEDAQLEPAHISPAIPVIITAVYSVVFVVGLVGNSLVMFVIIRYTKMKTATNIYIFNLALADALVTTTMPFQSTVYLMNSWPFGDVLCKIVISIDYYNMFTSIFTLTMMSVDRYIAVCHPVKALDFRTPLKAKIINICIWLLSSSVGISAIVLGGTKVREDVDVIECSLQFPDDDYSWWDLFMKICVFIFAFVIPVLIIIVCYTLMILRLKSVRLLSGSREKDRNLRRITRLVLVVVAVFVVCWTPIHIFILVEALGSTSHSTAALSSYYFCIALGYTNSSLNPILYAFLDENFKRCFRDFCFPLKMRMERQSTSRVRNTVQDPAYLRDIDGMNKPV
PME-1 Maybr inh = Maybridge compound blocking human PME-1 | recombinant PME-1, FP-Rh probe fluorescence polarization | inhibition, % at 9 µM | 16,000 tested, 0.5% active; in the data active means inhibition above about 30%
Starred values were filed as active, the others as inactive; . = not tested or not shown. Unless noted, no stated cut-off is given here; in the data, active means inhibition above about 75%; inactive means the rest.

Values run as follows: Nox1 inh, Luminol counter, S1P1 ag, TLR4 MyD88 blk, NOTCH ag, rat GALR2 agon, KOR antag MB, PME-1 Maybr inh
NC(=O)c1ccc([N+](=O)[O-])cc1C(N)=O
    -7, 0, -1, 5, -0.5, -7, -2, 3
FC(F)(F)c1cnc(N2CCC(n3cccc3)CC2)c(Cl)c1
    -12, 1, -18, 5, -0.5, -3, -7, 1
O=C(NCc1ccncc1)C(=O)Nc1ccc(Cl)cc1Cl
    25, -4, 10, 4, -0.1, 1, -7, 6
O=C(CCc1ccccc1)NNc1c(Cl)cncc1Cl
    -11, 1, 5, 8, 0.0, -7, -7, 5
Cc1nnsc1C(=O)NCCNC(=O)c1snnc1C
    -33, 0, 0, 1, -0.4, -6, 4, 2
CCOC(=O)c1c(NC(=O)Nc2ccc(F)cc2)c2cc([N+](=O)[O-])ccc2n1C
    -4, -6, -7, -10, -0.5, -7, -6, 2
O=C(CSCc1c(F)cccc1Cl)NCCSCc1ccco1
    -19, 3, -2, 3, -0.2, -7, -7, 4
C/C(=N\O)c1ccc(OC(=O)c2ccc(Br)o2)cc1
    -5, -43, -7, 3, -5.7, -4, 7, 2
Cc1cc(N/N=C/c2cccs2)c([N+](=O)[O-])cc1[N+](=O)[O-]
    -30, 4, 2, 3, 0.2, -5, 3, -3
COC(=O)c1sc(SC)c(-c2ccn[nH]2)c1C
    -33, -1, -18, 10, 0.4, -3, -4, 2
O=C(Nc1cccc(NC(=O)N2CCOCC2)c1F)N1CCOCC1
    -73, 4, 4, 5, -5.3, -5, -4, 1
C/C(=N\OC(=O)Nc1cc(C(C)(C)C)n(-c2ccccc2)n1)c1ccco1
    -46, 3, 70, 6, -0.7, -5, -1, -4
CCOC(=O)c1nnc2c(Br)c(C)nn2c1C
    -16, 0, -13, 0, -0.3, -6, 3, 0
Cn1c(NC2CCN(Cc3ccccc3)CC2)cc(=O)n(C)c1=O
    -52, -1, -8, 2, -0.4, -9, ., 1
COc1ccc(CCNC(=S)N(C)C)cc1OC
    14, -1, -1, -6, 0.7, -5, -3, 2
Cc1ccc(C)n1-c1cc([N+](=O)[O-])ccc1-n1ccnc1
    -69, 3, -16, 5, -0.1, -7, 18, 4
CCC1(CC)COC2(OC1)C(=O)Nc1ccc(F)cc12
    13, -6, -6, -3, -0.9, -8, -12, 5
CC(C)(C)c1ccc2c(c1)OCCOCCOCCOCCO2
    -55, 0, -5, -6, -0.5, -4, -5, -2
CCC(C)(C)NC(=S)N/N=C/c1ccccc1SC(C)(C)C
    -16, 3, 16, 20, -0.7, -5, 10, 2
CC1(C)CC(=O)C(Sc2ccccc2)=C(O)C1
    -58, -1, -5, -2, -0.4, -4, 3, 3

(list continues)
Values run as follows: Nox1 inh, Luminol counter, S1P1 ag, TLR4 MyD88 blk, NOTCH ag, rat GALR2 agon, KOR antag MB, PME-1 Maybr inh
S=c1cc(-c2ccc(Cl)cc2)ss1
    26, 5, 7, 2, -0.2, -6, 12, 7
N#Cc1c(OCC(F)(F)F)ccc(S(=O)(=O)N2CCCC2)c1OCC(F)(F)F
    -22, -1, -4, 4, -0.2, -9, -16, 5
COc1cc(-n2cccc2)cc(C(F)(F)F)c1
    -14, -1, 1, 1, -0.2, -6, -6, -2
Cn1c(=O)c2c(nc(NCCc3ccc(O)cc3)n2C)n(C)c1=O
    -46, -16, -10, -2, -0.6, -6, 19, -2
Cc1noc(C)c1-c1nc(CSc2n[nH]c(=O)n2Cc2ccco2)no1
    -26, -1, -11, 1, -0.4, -3, 28, 3
Clc1ccc(-c2csc(-c3cccnc3)n2)s1
    6, -5, 11, 15, 0.8, -7, 7, 2
Cn1cc(Br)c(NS(=O)(=O)c2ccccc2C(F)(F)F)n1
    -3, -9, 0, -6, -0.1, -8, -16, 8
CC(C)(C)OC(=O)NCC(=O)NNC(=S)Nc1ccccc1
    -9, 0, 9, ., 1.2, -7, 5, 0
CC(Oc1ccccc1-c1ccccc1)c1n[nH]c(=S)n1C (stereo unspecified)
    -49, 94*, -5, -7, ., -6, -7, 1
Cc1nn(-c2ccccc2)cc1/C=N/n1c(-c2ccncc2)n[nH]c1=S
    -31, 2, -51, -3, 0.7, 3, -12, -1
Cc1nc(C)c(-c2nnc(-c3ccc(C(F)(F)F)cc3)o2)s1
    -28, -3, 88*, 3, 0.2, -6, -1, -1
Cc1c2n(c3ccccc13)CC/C2=N\Nc1ccc(Cl)cc1Cl
    -68, 3, 19, 12, -0.1, -7, 3, 1
O=C(/C=C/c1cccc2ccccc12)N1CCCCC1
    -45, 2, -5, 2, -0.7, -9, -11, 0
CSc1n[nH]c(=O)c2cc(C)nn12
    -22, -2, -13, 12, -0.2, -8, 11, -1
Cc1cc(C(=O)O/N=C(\N)c2c(-c3c(Cl)cccc3Cl)noc2C)no1
    18, -4, -5, 3, -0.1, -9, 10, -3
Cc1c(CN2CCC(N3CCCCC3)CC2)sc2ccccc12
    15, -7, 5, -14, -0.8, -8, 25, 4
Cc1cc(C)c(C#N)c(SS(=O)(=O)c2nc(C)cc(C)c2C#N)n1
    13, -5, -3, -14, -0.3, -6, 1, 7
CCOC(=O)CNC(=O)CC(=O)OCC
    -79, 3, -6, -7, -0.2, -7, -5, 1
O=C(O)c1nc(-c2ccccc2)n(-c2ccccc2)n1
    -24, 3, 0, 4, ., -6, -5, -3
CCOC(=O)C(C#N)C1(c2c(C)[nH]n(-c3ccccc3)c2=O)C(=O)N(c2ccccc2)N=C1C (stereo unspecified)
    14, -4, 0, -17, ., 6, 4, 5

(next part)
Values run as follows: Nox1 inh, Luminol counter, S1P1 ag, TLR4 MyD88 blk, NOTCH ag, rat GALR2 agon, KOR antag MB, PME-1 Maybr inh
Cc1ccc(C(=O)CSc2ccc(C(F)(F)F)cn2)cc1
    -12, 1, -30, 3, -0.2, -7, -13, 6
CC(=O)Nc1ccccc1OCCOc1ccccc1NC(C)=O
    -37, 4, -7, -1, -0.7, -6, 0, 2
OC(CSc1nncn1-c1ccccc1)C(F)(F)F (stereo unspecified)
    -66, -1, -9, 3, -0.2, -6, 8, 1
CCOC(=O)C(=C/C=C(/c1ccccc1)N(C)C)C(=O)OCC
    -48, 3, -8, 2, -0.4, -8, -32, 1
COC(=O)c1scc(C)c1NC(=S)OC
    -51, 4, 3, -3, -0.6, 0, -4, -1
CCOC(=O)N1CCC(NS(=O)(=O)c2ccc(Cl)s2)CC1
    1, -1, 5, -33, 0.6, -6, -1, 3
CCCc1cnc(N2CCN(S(=O)(=O)c3sc4ccc(Cl)cc4c3C)CC2)nc1
    3, 0, 1, 1, -0.7, -7, 2, 2
N#CC(=C1SCCCS1)S(=O)(=O)c1ccc(Cl)cc1
    7, -7, 7, -14, -0.3, -1, 10, 9
CC(=O)Nc1ccc(S(=O)(=O)Oc2ccccc2N2CCCCC2)cc1Cl
    -26, -2, 22, 3, -0.1, -10, -2, 2
FC(F)(F)c1cc(-c2ccc(-n3cccc3)cc2)n[nH]1
    -39, 1, -17, -5, -0.2, -5, -3, -7
CCCCCCCC1CC/C(=C/c2ccc(C#N)cc2)C1=O (stereo unspecified)
    -17, 3, 15, -4, -0.1, -5, -2, 0
O=C(O)CSCC(=O)Nc1cccc2c1CCCC2
    -31, 4, 0, 11, 0.3, 24*, 4, -2
O[C@@]1(c2ccccc2)C2C3CC4C5C3C1C5C(F)(F)C42 (stereo partly specified)
    -46, 0, -17, 14, 0.0, -8, 4, 2
CC(C)S(=O)(=O)c1cnc(N2CCCCC2)nc1N
    -34, -1, 4, 9, -0.2, -6, -12, 1
CCOC(=O)c1cc(=O)c2ccc(OCC(=O)Nc3cccc(C#N)c3)cc2o1
    -41, 4, -24, 1, -0.5, -6, -20, 1
O=C(O)C12CCC(C(=O)O)(CC1=O)C(=O)C2
    -76, 4, -6, 2, -0.7, -2, -1, 1
O=c1cc(-c2ccccc2)[nH]c(=S)[nH]1
    -28, 42, -19, -4, -0.4, -3, 12, 0
COc1cc(NC(=S)N2CCN(c3ccccc3OC)CC2)c(OC)cc1Cl
    0, -3, 8, -8, 0.1, -7, -4, 6
CNC(=O)NC1CCS(=O)(=O)C1 (stereo unspecified)
    -102, -1, -12, 10, ., -10, -4, 0
Cc1ccc(OS(=O)(=O)c2cc(Br)c(Br)s2)c([N+](=O)[O-])n1
    -65, 4, 22, -8, -0.6, -10, 13, 2

Later entries.
compound | Nox1 inh | Luminol counter | S1P1 ag | TLR4 MyD88 blk | NOTCH ag | rat GALR2 agon | KOR antag MB | PME-1 Maybr inh
Cc1nc(-c2cccs2)no1 | -61 | 0 | -6 | 8 | 0.1 | -5 | 6 | -1
COCc1cc(=O)[nH]c(SCC(=O)c2cc3ccccc3o2)n1 | -25 | 26 | 15 | 0 | 0.1 | -6 | 15 | 1
COC(=O)c1sccc1NC(C)=O | 18 | -4 | 1 | . | -0.2 | -7 | 11 | 3
C=CCn1c(SCC(=O)NC(=O)Nc2ccccc2)nnc1-c1ccc(Cl)cc1 | -7 | 0 | -7 | -11 | -0.4 | -4 | -5 | 4
CN(C)c1c(F)cc(-c2nn[nH]n2)cc1F | -121 | -1 | 5 | 0 | -0.6 | -6 | -9 | 11
CSc1nc(-c2ccccc2)nc(Sc2ccccn2)c1C#N | -67 | -1 | -17 | -8 | -1.0 | -2 | -20 | 1

Entries shown so far with an NH in an aromatic ring:
compound | Nox1 inh | Luminol counter | S1P1 ag | TLR4 MyD88 blk | NOTCH ag | rat GALR2 agon | KOR antag MB | PME-1 Maybr inh
COC(=O)c1sc(SC)c(-c2ccn[nH]2)c1C | -33 | -1 | -18 | 10 | 0.4 | -3 | -4 | 2
Cc1noc(C)c1-c1nc(CSc2n[nH]c(=O)n2Cc2ccco2)no1 | -26 | -1 | -11 | 1 | -0.4 | -3 | 28 | 3
CC(Oc1ccccc1-c1ccccc1)c1n[nH]c(=S)n1C (stereo unspecified) | -49 | 94* | -5 | -7 | . | -6 | -7 | 1
Cc1nn(-c2ccccc2)cc1/C=N/n1c(-c2ccncc2)n[nH]c1=S | -31 | 2 | -51 | -3 | 0.7 | 3 | -12 | -1
CSc1n[nH]c(=O)c2cc(C)nn12 | -22 | -2 | -13 | 12 | -0.2 | -8 | 11 | -1
CCOC(=O)C(C#N)C1(c2c(C)[nH]n(-c3ccccc3)c2=O)C(=O)N(c2ccccc2)N=C1C (stereo unspecified) | 14 | -4 | 0 | -17 | . | 6 | 4 | 5
FC(F)(F)c1cc(-c2ccc(-n3cccc3)cc2)n[nH]1 | -39 | 1 | -17 | -5 | -0.2 | -5 | -3 | -7
O=c1cc(-c2ccccc2)[nH]c(=S)[nH]1 | -28 | 42 | -19 | -4 | -0.4 | -3 | 12 | 0
COCc1cc(=O)[nH]c(SCC(=O)c2cc3ccccc3o2)n1 | -25 | 26 | 15 | 0 | 0.1 | -6 | 15 | 1
CN(C)c1c(F)cc(-c2nn[nH]n2)cc1F | -121 | -1 | 5 | 0 | -0.6 | -6 | -9 | 11
